High-throughput results deposited in PubChem BioAssay by several laboratories.
Tat transport: E. coli Tat transport inhibition; E. coli MC4100 TorA-mCherry Tat export, fluorescence; inhibition, % at 10 µM; actives 0.036% (n = 340,000); AID 488895;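 active = mean replicate inhibition at least 50% and at least half of replicates individually reaching 50%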;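 note: exported cargo escapes ClpAP degradation while cytoplasmic cargo is degraded and loses fluorescence; 0% = median of neutral control wells and 100% = median of NaSCN control wells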
Wnt bcat act: activates Wnt/beta-catenin signaling in a reporter cell assay | activator, plate reader | activation, % at 9.35 µM | actives 1.2% (n = 300,000) | AID 743398; in the data active = activation above about 30%, passing the limit was not always enough;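 note: 0% = neutral control wells and 100% = positive control wells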
phage Ecoli inh: E. coli growth loss with phage present; growth absorbance; inhibition, % at 11.9 µM; actives 0.26% (n = 360,000); in the data active = inhibition above about 11%
PvdQ inh: blocks Pseudomonas aeruginosa PvdQ acylase activity; purified PvdQ acylase, fluorescence plate reader; inhibition, % at 10 µM; actives 0.063% (n = 340,000); in the data active = inhibition above about 30%, passing the limit was not always enough;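 note: 0% = vehicle neutral wells and 100% = reference inhibitor wells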
PfHsp90 set2: inhibits growth of yeast expressing Plasmodium falciparum Hsp90; S. cerevisiae expressing PfHsp90, BacTiter-Glo ATP, 48 h; yeast lacking PDR1 and PDR3 efflux regulators; inhibition, % at 9.4 µM; actives 0.32% (n = 310,000); AID 504621;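 active = every replicate shows inhibition above about 80%, whatever the replicate mean, limit read from the data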;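 note: 0% = DMSO neutral controls and 100% = 20 µM radicicol positive controls; yeast relying on Plasmodium falciparum Hsp90 in place of its own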
DAGLB inh: diacylglycerol lipase beta (human) inhibition. Q8NCG7. HEK293T DAGLB membrane lysate, EnzChek fluorogenic substrate. inhibition, % at 5.17 µM. actives 0.059% (n = 340,000); in the data active = inhibition above about 34%;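 note: 0% = enzyme with vehicle and 100% = wells lacking enzyme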
Target sequence (Q8NCG7 whole entry, looked up): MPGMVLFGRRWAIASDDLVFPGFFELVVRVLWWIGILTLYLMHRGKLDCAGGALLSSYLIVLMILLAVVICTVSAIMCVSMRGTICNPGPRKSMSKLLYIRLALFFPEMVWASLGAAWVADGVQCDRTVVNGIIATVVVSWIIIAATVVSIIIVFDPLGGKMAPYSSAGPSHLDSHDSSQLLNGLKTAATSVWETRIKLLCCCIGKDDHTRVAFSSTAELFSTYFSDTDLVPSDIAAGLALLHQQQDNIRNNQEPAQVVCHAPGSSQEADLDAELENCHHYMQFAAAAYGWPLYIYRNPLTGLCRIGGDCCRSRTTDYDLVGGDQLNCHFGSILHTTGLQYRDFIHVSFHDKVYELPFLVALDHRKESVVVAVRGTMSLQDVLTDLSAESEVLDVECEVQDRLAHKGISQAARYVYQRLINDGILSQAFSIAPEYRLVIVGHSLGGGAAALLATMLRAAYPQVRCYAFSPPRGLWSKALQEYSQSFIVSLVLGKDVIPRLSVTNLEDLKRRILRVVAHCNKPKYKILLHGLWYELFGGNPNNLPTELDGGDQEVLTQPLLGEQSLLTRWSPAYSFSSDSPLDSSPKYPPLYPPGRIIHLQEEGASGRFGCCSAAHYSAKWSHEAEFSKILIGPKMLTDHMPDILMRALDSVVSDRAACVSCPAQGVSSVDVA
CAL PDZ inh: human CAL PDZ-peptide interaction inhibition | Q9HD26 | purified CAL PDZ, TMR-peptide fluorescence polarization, 1 h | inhibition, % at 20 µM | actives 0.02% (n = 330,000);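 active = highest replicate inhibition of at least 40%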;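 note: plate controls were DMSO neutral control wells for no effect and unlabeled competitor peptide control wells for full effect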
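Material: tagged CAL PDZ protein CerCALP, purified; buffer or medium: sodium phosphate/NaCl buffer pH 7.4 with TCEP, IgG, Thesit; also added: fluorescent TMR peptide probe; schedule: 1 h incubation at room temperature before polarization reading; technique: fluorescence polarization from S- and P-plane intensities, G-factor corrected; control set: unlabelled peptide and DMSO controls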
AddAB inh: less growth of phage-infected E. coli with AddAB; actives 0.29% (n = 330,000); E. coli expressing H. pylori AddAB, absorbance growth; inhibition, % at 11.9 µM; in the data active = inhibition above about 12%;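 note: 0% = vehicle wells of infected cells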
E coli growth: counter-screen for AddAB inhibitors: E. coli growth inhibition | E. coli V3065 growth, OD600 absorbance, 18 h | inhibition, % at 11.9 µM | actives 0.27% (n = 330,000) | AID 449728;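 active = inhibition above the campaign's mean inhibition across all tested compounds plus 3 SD, cut at about 9.9% in these data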;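 note: uninfected addAB+ strain grown without phage in ampicillin broth; 0% = DMSO wells and 100% = ciprofloxacin 0.95 µg/ml wells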
Rtt109 Vps75: inhibitors of Candida albicans Rtt109/Vps75 histone acetyltransferase; inhibition, % at 34.9 µM; purified Rtt109/Vps75, ThioGlo CoA-SH fluorescence, 4 h; Q5AAJ8; actives 0.16% (n = 330,000);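 active = inhibition of at least 50% in every replicate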
Target sequence (Q5AAJ8 whole entry, looked up): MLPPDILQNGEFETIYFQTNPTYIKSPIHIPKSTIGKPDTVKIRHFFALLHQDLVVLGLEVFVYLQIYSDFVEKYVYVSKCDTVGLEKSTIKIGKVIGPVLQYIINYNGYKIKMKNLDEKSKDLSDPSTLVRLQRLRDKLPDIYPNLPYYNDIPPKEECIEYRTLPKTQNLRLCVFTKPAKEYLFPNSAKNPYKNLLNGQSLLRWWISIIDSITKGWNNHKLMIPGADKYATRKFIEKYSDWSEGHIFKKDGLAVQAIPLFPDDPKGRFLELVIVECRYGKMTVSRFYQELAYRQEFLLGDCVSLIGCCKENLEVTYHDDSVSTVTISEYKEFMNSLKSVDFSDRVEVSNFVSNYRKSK
* hit, by the source's call; / = no result given.

SMILES | Tat transport | Wnt bcat act | phage Ecoli inh | PvdQ inh | PfHsp90 set2 | DAGLB inh | CAL PDZ inh | AddAB inh | E coli growth | Rtt109 Vps75
COc1ccc(-c2csc3ncnc(Oc4cccc5ccc(C)nc45)c23)cc1 | 0.4 | -0.4 | 0.9 | 6.1 | 22.8 | -3.6 | -4.0 | 1.1 | -0.3 | 14.0
O=C(NC1CCCC1)C(c1ccncc1)N(Cc1ccccc1)C(=O)c1ccc(-c2ccccc2)[nH]1 (stereo not drawn) | -5.8 | / | 1.8 | -11.8 | 38.5 | 3.5 | -3.4 | 2.6 | 1.1 | -5.8
COC(=O)[C@H](CC(C)C)NC(=O)NCCCc1ccccc1 | -6.8 | / | 2.3 | -17.9 | -7.6 | 1.6 | -0.2 | 0.5 | -2.1 | -7.3
CCOC(=O)c1ccc2[nH]c(C)c(CCC(C)=O)c(=O)c2c1 | -2.2 | -15.9 | -0.4 | -15.9 | 12.4 | -0.1 | -0.9 | -1.4 | -1.4 | -3.4
O=C(NCc1ccc(F)cc1)C1(c2cccs2)CCOCC1 | -0.3 | -2.5 | 2.1 | 2.2 | -6.7 | -3.6 | 0.8 | -0.2 | -0.2 | -3.3
COCCNS(=O)(=O)c1ccc2c(c1)C(=O)c1cc(S(=O)(=O)NCCOC)ccc1-2 | 7.6 | / | 3.8 | 14.8 | -0.6 | -2.3 | 0.9 | 1.2 | -3.1 | 0.1
O=C(c1cccc(C(F)(F)F)c1)N(c1ccccn1)C1CCCCC1 | 10.5 | -2.2 | 2.6 | -2.5 | 1.2 | -0.9 | -0.3 | 2.5 | -0.5 | 4.6
O=C(Oc1ccccc1)N1CCOCC1 | -1.9 | -0.4 | 1.0 | -18.9 | -13.6 | 0.0 | 13.1 | 1.0 | 0.1 | -2.1
NC(=O)c1cnccn1 | -4.0 | -1.4 | 3.0 | -10.8 | 11.3 | 0.6 | 0.2 | -1.6 | -2.2 | -2.6
Cc1nc(C(=O)NCCC(C)C)sc1C1(C)CC(c2cccc([N+](=O)[O-])c2)=NO1 (stereo not drawn) | -0.8 | 4.2 | 3.4 | -0.4 | 1.4 | -7.5 | -0.7 | / | / | 14.3
CCCn1c(N)c(C(=O)CSc2nc(C)nc3sc(C)c(C)c23)c(=O)[nH]c1=O | -3.0 | -3.4 | 3.8 | 13.9 | -13.1 | 0.5 | -1.0 | -1.7 | -0.1 | 1.2
CCn1nc([N+](=O)[O-])c(C(C#N)c2nc3ccccc3n2C)c(Cl)c1=O (stereo not drawn) | -5.4 | -0.9 | 2.7 | -0.9 | -23.7 | 29.6 | -0.1 | 3.8 | 0.4 | 4.7
CC1CCCC(NC(=O)CCNC(=O)c2ccc(Cl)cc2)C1C (stereo not drawn) | -4.4 | -4.0 | 1.5 | -9.0 | / | -1.8 | -2.8 | 1.0 | 0.2 | -13.9
Cc1cccc(-n2c(Cc3ccccc3)nnc2SCc2ccc([N+](=O)[O-])cc2)c1 | 11.9 | / | 3.9 | 7.9 | 5.5 | -4.8 | 0.3 | -1.0 | -1.3 | -6.6
NS(=O)(=O)c1cccnc1Nc1ccc(Cl)c(Cl)c1 | 2.5 | 0.0 | 0.0 | -2.9 | -11.8 | -4.6 | 0.0 | 2.7 | 1.1 | 7.2
Cc1nnc(SCC(=O)N2CCCC(N3CCN(c4ccc(F)cc4)CC3)C2)o1 (stereo not drawn) | -2.9 | -0.8 | -1.1 | -21.5 | 11.0 | 0.0 | -0.9 | 1.8 | -0.9 | 1.7
Cc1ccc2nc(/C(C#N)=C\c3ccc(OC(=O)c4cccs4)cc3)[nH]c2c1 | -1.9 | / | 2.1 | -4.7 | -12.3 | -3.5 | -2.8 | 1.8 | 0.7 | -9.0
Cc1cc(S(=O)(=O)N2CCN(c3ccccn3)CC2)c(C)cc1Cl | 8.0 | -1.4 | -1.9 | -2.7 | 1.0 | -3.6 | 0.9 | 2.6 | -1.0 | 19.0
COc1cccc(Nc2ccccc2C(=O)O)c1 | 0.9 | -0.9 | 1.8 | 4.0 | -24.6 | 5.2 | 0.4 | 2.2 | 0.1 | 3.2
COC(=O)Cc1c(C)c2ccc(O)c(CNCc3ccc(OC)c(OC)c3)c2oc1=O | 1.8 | 0.3 | 1.4 | -4.9 | 22.9 | 0.3 | -1.8 | / | / | 2.8
O=C(C1CCCN(S(=O)(=O)c2cccc3cccnc23)C1)N1CCN(c2ccc(F)cc2)CC1 (stereo not drawn) | 4.2 | -3.2 | 3.2 | 8.4 | -3.4 | -0.9 | 0.6 | 0.3 | -0.7 | 21.6
Cc1cc(C)cc(-n2nnnc2SCC(=O)Nc2nc(-c3ccc(Cl)cc3)cs2)c1 | -0.1 | -3.5 | -0.2 | -7.9 | -24.9 | -6.7 | -2.4 | 2.1 | -2.5 | -1.4
c1ccc2c(NCC3CCCO3)nc(-c3ccncc3)nc2c1 (stereo not drawn) | 4.4 | -0.3 | 1.8 | -4.4 | 23.5 | -0.5 | -4.9 | 2.4 | 1.4 | -8.1
O=C(Cc1ccc(F)cc1)Nc1nccs1 | -1.5 | 1.1 | -6.0 | 9.4 | -19.4 | -0.1 | -0.4 | 2.6 | -0.2 | 6.6

Laid out differently: results already given
Compound: O=C(NC1CCCC1)C(c1ccncc1)N(Cc1ccccc1)C(=O)c1ccc(-c2ccccc2)[nH]1 (stereo not drawn)
  Tat transport: -5.8	Wnt bcat act: /	phage Ecoli inh: 1.8	PvdQ inh: -11.8	PfHsp90 set2: 38.5	DAGLB inh: 3.5	CAL PDZ inh: -3.4	AddAB inh: 2.6	E coli growth: 1.1	Rtt109 Vps75: -5.8
Compound: COC(=O)[C@H](CC(C)C)NC(=O)NCCCc1ccccc1
  Tat transport: -6.8	Wnt bcat act: /	phage Ecoli inh: 2.3	PvdQ inh: -17.9	PfHsp90 set2: -7.6	DAGLB inh: 1.6	CAL PDZ inh: -0.2	AddAB inh: 0.5	E coli growth: -2.1	Rtt109 Vps75: -7.3

(continued)
SMILES | Tat transport | Wnt bcat act | phage Ecoli inh | PvdQ inh | PfHsp90 set2 | DAGLB inh | CAL PDZ inh | AddAB inh | E coli growth | Rtt109 Vps75
COc1ccc(-c2noc(N3CCCC(C(=O)Nc4cc(F)ccc4F)C3)n2)cc1 (stereo not drawn) | -7.8 | 4.1 | 2.4 | -10.6 | -11.6 | -7.5 | -0.6 | 1.1 | 0.1 | 0.5
Cc1c(Cl)cccc1N(Cc1ccc(C(=O)O)cc1)S(=O)(=O)c1ccccc1 | 4.9 | -0.2 | 3.6 | 0.8 | -11.5 | 4.9 | -0.5 | 1.6 | -0.5 | 5.4
Cc1ccc(C)c(NC(=S)NCCCN2CCOCC2)c1 | -6.3 | -1.2 | 2.0 | 4.6 | / | -2.7 | 0.1 | -0.3 | 1.6 | 4.7
CCOC(=O)C1CCCN(C(=O)c2ccc3c(c2)OCCO3)C1 (stereo not drawn) | -1.7 | 0.8 | 2.9 | -13.8 | / | 1.3 | -1.8 | / | / | -9.3
CC1(C)Oc2ccc3ccc(=O)oc3c2/C(=C/N)C1=O | -5.1 | / | 0.9 | -8.0 | -13.6 | 2.1 | 0.3 | 4.5 | -0.6 | -6.7
CC(C)OP(=O)(c1ccc(N(C)C)cc1)C(Nc1ccccc1)c1cccnc1 (stereo not drawn) | -7.6 | -1.3 | 0.6 | -0.2 | 1.8 | 1.9 | 0.3 | 3.2 | 0.0 | 11.5
Cc1ccc(N(C)S(=O)(=O)c2cccc(C(=O)OCC(=O)c3c(N)n(C)c(=O)n(C)c3=O)c2)cc1 | -1.2 | -1.4 | 0.2 | 1.2 | -4.7 | -1.1 | -5.1 | -1.2 | -1.9 | /
O=C(CSc1nncs1)Nc1ccc2c(c1)OCCO2 | 10.7 | 11.3 | 0.9 | 6.5 | -8.5 | -5.5 | -1.6 | 4.9 | 1.6 | 1.1
CC(C)C[C@@H](C)C(=O)N(Cc1ccccc1)c1ccccc1 | -10.9 | -2.3 | 3.0 | -4.1 | / | -6.1 | -0.9 | 2.4 | -0.6 | 0.1
Cn1nc(C(=O)N2CCCc3ccccc32)c2ccccc2c1=O | 7.1 | 0.8 | 1.3 | -18.4 | 12.3 | 1.5 | 22.7 | 0.2 | -1.8 | -5.1
CN(C)C(CNC(=O)CN1C(=O)NC2(CCc3ccccc32)C1=O)c1ccco1 (stereo not drawn) | 1.7 | -3.1 | 3.0 | -18.6 | -17.6 | 1.2 | -0.8 | 0.5 | 1.4 | -2.0
CCCOc1ccc(/C(O)=C2/C(=O)C(=O)N(c3ccccn3)C2c2ccc(OC)cc2)cc1C (stereo not drawn) | -5.2 | 1.2 | -1.1 | -17.2 | 9.6 | 18.4 | -2.8 | 2.4 | 2.0 | 16.8
Cc1cc(=O)[nH]n(CCO)c1=O | 4.6 | -1.2 | 2.5 | -28.2 | -4.6 | -0.6 | -1.0 | 0.2 | -1.6 | -2.2
Cn1nc(C(=O)Nc2ccc(S(=O)(=O)N3CCCC3)cc2)ccc1=O | -4.1 | / | 3.6 | -11.1 | 0.0 | 0.4 | 0.1 | -1.9 | -0.9 | 3.3
CCCNS(=O)(=O)c1ccc(CCC(=O)N2CCCCC2)cc1 | -5.1 | -1.6 | 3.2 | 8.1 | 12.4 | 1.9 | -4.2 | 0.5 | -0.9 | 21.0
CC(NC(=O)C1CCN(S(=O)(=O)c2cccs2)CC1)c1cccc(Cl)c1 (stereo not drawn) | -6.2 | -2.0 | -2.2 | -5.8 | -5.5 | -1.3 | 0.6 | -0.4 | -2.6 | 9.3
c1ccc2c(c1)OCC(c1csc3ncnc(N4CCOCC4)c13)O2 (stereo not drawn) | -7.5 | 0.1 | 1.9 | -9.2 | / | -1.0 | -1.3 | 2.1 | -0.4 | -6.5
COc1cc2[nH]c(=O)n(Cc3ccc(C(=O)NC4CCN(Cc5ccccc5)CC4)cc3)c(=O)c2cc1OC | -5.6 | -3.3 | 1.1 | 4.3 | 8.2 | 2.3 | -0.3 | -0.6 | -0.4 | 0.1
O=C(NCc1ccccc1)C(c1ccncc1)N(C(=O)c1ccccn1)c1ccccc1 (stereo not drawn) | 9.2 | 25.3 | 1.3 | -12.8 | 12.3 | -2.3 | -2.5 | 2.7 | -1.4 | -6.2
O=C(OCc1cc2ccccc2[nH]c1=O)c1ccc([N+](=O)[O-])cc1 | 9.9 | -1.9 | 0.9 | -1.8 | -5.9 | 0.4 | -2.8 | -0.4 | 3.0 | 35.4
O=C(CCn1cnnn1)N1CCCC(Nc2ccc(F)cc2)C1 (stereo not drawn) | 4.7 | -1.1 | 2.1 | -6.3 | -18.8 | 2.0 | -0.3 | -0.8 | 0.5 | 1.4
O=C(NCCNC(=O)C(c1ccccc1)c1ccccc1)c1ccco1 | -12.1 | -0.1 | 2.9 | -2.4 | -29.8 | 1.2 | -1.2 | 0.2 | -1.0 | -3.6
O=C(Nc1c[nH]c(=O)[nH]c1=O)c1cccc(F)c1 | -18.3 | 8.2 | -1.1 | 2.8 | -3.3 | -7.7 | -0.6 | -1.6 | -1.5 | 2.9
O=C1[C@H]2[C@@H](c3ccc(F)cc3)N3C(=O)N(c4cccc(Br)c4)C(=O)[C@@]3(Cc3ccc(Cl)cc3)[C@H]2C(=O)N1C1CCCCC1 | 1.6 | -4.8 | 0.7 | 5.6 | -5.8 | -0.6 | -0.4 | 5.1 | 2.0 | 5.7
COc1ccccc1OCC#CCNC1CCCCC1C (stereo not drawn) | 3.6 | -1.1 | 2.0 | -10.8 | 0.6 | -2.1 | 0.4 | -1.6 | 0.5 | 11.5
CCC(C)(c1nnnn1-c1c(C)cccc1C)N(N=O)c1cccc(C(F)(F)F)c1 (stereo not drawn) | 2.5 | -18.2 | 3.0 | 25.9 | -19.4 | -3.6 | -0.4 | 4.3 | 1.8 | 0.6
